Screening results: PubChem BioAssay, The Scripps Research Institute Molecular Screening Center
TEAD-YAP block: TEAD-YAP interaction inhibition; HEK-TIYL cells, TEAD-Gal4/YAP UAS-luciferase luminescence; hit rate 1.4% among 640,000; inhibition, % at 9.12 µM; AID 1259422; in the data active = inhibition above about 32%;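 note: 0% = median of test compound wells and 100% = reference inhibitor wells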
FBW7 act: activators of human E3 ligase FBW7 | hit rate 0.13% among 650,000 | AID 1259310 | normalized activity (activation), % at 26.1 µM | AlphaScreen FBW7–phospho-cyclin E peptide binding, activator screen | Q969H0; in the data active = normalized activity above about 1.9%;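 note: purified mutant Fbw7 with reduced substrate affinity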
Target sequence (Q969H0 whole entry, looked up): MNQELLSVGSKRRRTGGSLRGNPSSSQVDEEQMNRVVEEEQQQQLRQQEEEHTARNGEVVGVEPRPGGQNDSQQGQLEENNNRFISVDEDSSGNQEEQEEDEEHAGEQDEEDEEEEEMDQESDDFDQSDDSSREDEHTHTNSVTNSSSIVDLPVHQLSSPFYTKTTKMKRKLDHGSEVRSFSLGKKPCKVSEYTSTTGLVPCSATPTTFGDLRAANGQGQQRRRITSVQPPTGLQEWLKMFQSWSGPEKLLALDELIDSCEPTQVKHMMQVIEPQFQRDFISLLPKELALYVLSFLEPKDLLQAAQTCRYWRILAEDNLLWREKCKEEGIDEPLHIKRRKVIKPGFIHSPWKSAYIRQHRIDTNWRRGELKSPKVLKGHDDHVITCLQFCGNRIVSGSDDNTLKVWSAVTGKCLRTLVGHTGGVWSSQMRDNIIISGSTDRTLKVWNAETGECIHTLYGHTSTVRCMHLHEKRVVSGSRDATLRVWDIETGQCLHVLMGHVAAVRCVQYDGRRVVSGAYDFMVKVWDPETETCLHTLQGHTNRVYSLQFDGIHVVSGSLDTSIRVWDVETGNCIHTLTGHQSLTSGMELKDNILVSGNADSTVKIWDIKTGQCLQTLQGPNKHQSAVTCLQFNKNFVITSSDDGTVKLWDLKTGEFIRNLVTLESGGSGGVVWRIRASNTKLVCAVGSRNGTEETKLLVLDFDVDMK
GPR151 activ: activators of human GPR151; PathHunter beta-arrestin GPR151 cells, luminescence; activation, % at 11.2 µM; hit rate 1% among 650,000; in the data active = activation above about 4.9%;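 note: 0% = median of compound wells and 100% = cells with positive control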
MITF primary: human MITF inhibition, primary screen; AID 1259374; O75030; hit rate 0.91% among 650,000; AlphaScreen MITF homodimerization, bead proximity signal; inhibition, % at 2.6 µM; in the data active = inhibition above about 50%;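 note: 0% = vehicle wells with protein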
The depositor's hits bear a star. Compounds as they come, and some 3.5% of all compounds hit somewhere here.

Below each compound – TEAD-YAP block, FBW7 act, GPR151 activ, MITF primary
- CSCC[C@H](NC(C)=O)C(=O)NCC1Cc2cc(-c3ccsc3)cc(Cl)c2O1 (stereo partly drawn)
→ -3, 0.1, 0.0, -11
- Cc1ccc2c(-c3ccccc3)c3c(nc2c1)C(=O)NC3c1ccccc1 (stereo not drawn)
→ 4, -0.1, 1.7, -8
- CCC(C)(C)NC(=O)C1CCC(CNS(=O)(=O)c2cccc3nsnc23)CC1 (stereo not drawn)
→ -4, -0.2, 0.2, -3
- CCOC(=O)N/N=C(/C)c1ccc2ccccc2c1
→ -6, 0.2, 0.4, 3
- Cc1nc2c3ccccc3nc(SCC(=O)NCC3CCCO3)n2n1 (stereo not drawn)
→ 0, 1.1, 1.5, 1
- CC(=O)Oc1ccc2c(=O)c(Oc3ccccc3)c(C)oc2c1OC(C)=O
→ 6, -0.5, 1.2, -6
- COc1ccccc1-n1c(CNC(=O)c2ccc(S(=O)(=O)N3CCOCC3)cc2)n[nH]c1=S
→ 0, -0.1, 1.2, -2
- COc1ccc(N2CCN(C3CCCN(Cc4cc(C)[nH]n4)C3)CC2)cc1 (stereo not drawn)
→ 9, 0.4, -1.1, -2
- CCCCCc1ccc(-c2nc(C3CCC(CCCC)CC3)no2)cc1 (stereo not drawn)
→ 17, -0.1, -0.6, -7
- Cc1ccc2occ(CN3CCSCC3)c(=O)c2c1
→ -20, 0.1, 2.7, 41
- CC(C)CS(=O)(=O)Nc1ccc2c(c1)CCCN2S(=O)(=O)c1ccccc1
→ 6, 0.0, 0.2, -2
- O=C(CCCSc1nc2sc3c(c2c(=O)[nH]1)CCC3)NCCO
→ 5, 0.6, -0.4, 15
- COc1cccc(C(=O)NC(C)c2ccc3ccccc3c2)c1 (stereo not drawn)
→ 2, -0.1, -0.5, 9
- O=C(ON1C(=O)c2cccc3c([N+](=O)[O-])ccc(c23)C1=O)C1CCCCC1
→ 14, -0.1, 0.9, 2
- NC1=C(C2C=Nc3ccccc32)C(=O)NC1=O (stereo not drawn)
→ -1, -0.1, 1.2, 23
- Cc1ccc(C2=N/C(=C\c3ccc(N(C)C)cc3)C(=O)O2)cc1
→ 1, -0.1, -0.5, 2
- COc1cc2c(cc1OC)C(c1ccc(C)o1)CC(=O)N2 (stereo not drawn)
→ 4, -0.1, -0.2, 1
- Cc1ccc(NC(=O)c2ccc(S(=O)(=O)N(C)c3ccccc3)cc2)c(C(=O)c2ccccc2)c1
→ 8, 0.0, 1.3, 5
- Cc1c(C(=O)Nc2ccccc2)cccc1[N+](=O)[O-]
→ 10, -0.2, 0.6, 12
- O=C(NC1CCCCC1)C(c1ccccc1)N(C(=O)c1ccco1)C1CC1 (stereo not drawn)
→ 2, 0.1, -0.3, 7
- COC(=O)C(Cc1ccccc1)NC(=O)CSc1ncnc2sc(C)c(C)c12 (stereo not drawn)
→ -6, 0.0, 0.4, -3
- CC1(C)CC(=O)N(CC(=O)NC2CCCCCC2)c2ccccc2S1
→ -8, -0.1, -0.1, 0
- NS(=O)(=O)c1cc(C(=O)Nc2ccc(Cl)cc2)ccc1Br
→ 1, 0.1, 0.6, -5
- O=C(/C=C/c1ccc(Br)o1)Nc1ccc(F)c(F)c1F
→ -25, -0.1, -0.1, -10
- COc1ccc(CCNc2nc(Cl)nc3c2ncn3-c2ccccc2)cc1
→ -13, 0.1, -0.7, 4
- c1cncc(-c2csc(Nc3ccnc(Nc4ccc(N5CCOCC5)cc4)c3)n2)c1
→ 33*, -0.3, 1.8, -3
- COCCNC(=S)NNC(=O)Cc1ccc(OC)c(OC)c1
→ -11, 0.0, -0.7, -11
- Cc1ccc(/C=N/NC(=O)COc2ccccc2)cc1
→ 1, -0.1, 0.0, 2
- CC(C)CNC(=O)COC(=O)c1ccc(Cl)c(S(N)(=O)=O)c1
→ 3, 0.1, -0.8, 12
- CCc1cccc(C)c1NC(=O)c1cc(C(=O)OC)cc([N+](=O)[O-])c1
→ -9, 0.7, 1.0, 11
- Cc1ccc(S(=O)(=O)N2CCN(c3ncnc4c3nnn4C)CC2)c(C)c1
→ 2, -0.3, 1.5, 14
- COc1ccc(CC(=O)Nc2c3c(nn2C(C)(C)C)CSC3)cc1OC
→ 2, 0.1, -1.0, 15
- COc1ccc(C(NC(=O)C2CCN(C(=O)NC(C)C)CC2)c2ccccn2)cc1 (stereo not drawn)
→ 1, -0.5, 0.9, 21
- O=C(c1ccc(C(=O)N2CCN(c3ccc(F)cc3)CC2)cc1)N1CCN(c2ccc(F)cc2)CC1
→ 13, 0.2, -1.1, 16
- Cc1csc(-c2cnc3ccc(N[C@H](CO)C(C)C)nn23)c1
→ 1, 0.4, 1.4, 2
- COc1ccc(NS(=O)(=O)c2ccc(OC)c(S(=O)(=O)Nc3ccc(OC)cc3)c2)cc1
→ -4, 0.0, 0.7, 8
- COC(=O)C1=C(C)NC(=O)/C1=C\c1ccc(Cl)cc1
→ -3, 0.0, -0.2, 9
- O=C(Nc1cc(Cl)ccc1Cl)c1ccc(-c2ccccc2)cc1
→ 5, -0.1, 0.1, 3
- O=C(CCC(=O)c1ccccc1)NCCOc1ccccc1
→ 0, 0.0, 4.4, 7
- CCOC(=O)c1ccc(N/C=C/C(=O)c2ccco2)cc1
→ -33, 0.2, -0.8, 17
- CC(=O)Oc1ccc(C(=O)N2CC(C)CC(C)C2)cc1 (stereo not drawn)
→ 6, 0.0, -0.2, 1
- O=C(CSc1cccs1)Nc1cccc2ccccc12
→ -51, -0.1, -0.6, 4
- CN(C)C(=O)c1ccc(-c2cnc3[nH]c(=O)n(C4CCCCC4)c3n2)cc1
→ -1, -0.2, -0.6, 5
- O=[N+]([O-])c1ccc(N2CCCCC2)c(/C=N/n2cnnc2)c1
→ 0, 0.0, -1.0, 13
- CCOc1cc(C2C(C(=O)OCCSCC)=C(C)NC3=C2C(=O)CC(c2ccc(Cl)cc2)C3)cc(Cl)c1O (stereo not drawn)
→ 4, 0.0, 0.2, -1
- CC(C)(C)C1(O)CC(=O)C(=O)NN1c1ccccc1 (stereo not drawn)
→ 0, 0.0, -0.1, 4
- Cc1cc(C(=O)COc2ccccc2C(N)=O)c(C)n1CCc1ccc(F)cc1
→ 21, 0.0, 0.8, -2
- O=C(CSCC(=O)N1CCCC1)Nc1nc(-c2ccc(Br)cc2)cs1
→ -32, -0.1, 3.3, -1
- CCc1nnc(SCC(=O)Nc2cccc(C)c2)nc1CC
→ 13, 0.1, -0.7, 8
- CCN(C(=O)C(=O)c1c(C)[nH]c2ccccc12)c1ccccc1C
→ 6, -0.1, -1.3, 14
- Cc1cc2c(cc1C)N(C(=O)CSc1ncn[nH]1)C(C)(C)c1ssc(=S)c1-2
→ -14, -0.3, 0.3, 6
- COc1ccc(OC)c(/C=C2N=C(/C=C/c3ccc(Cl)cc3Cl)OC\2=O)c1
→ 1, 0.0, 0.3, -2
- O=C(OCCN1C(=O)c2cccc3c(N4CCCCC4)ccc(c23)C1=O)c1ccccc1Cl
→ 0, 0.3, -1.3, -9
- CCCCNC(=O)c1cc(CC(C)c2ccccc2)no1 (stereo not drawn)
→ -70, 0.8, 1.1, 10
- CCCS(=O)(=O)N1CCN(S(=O)(=O)c2ccccc2)CC1
→ -4, 0.0, -0.1, 0
- Cc1ccc(N(CC(=O)Nc2ccccc2C(=O)NC(C)C)S(C)(=O)=O)cc1Cl
→ 11, 0.3, 0.4, 10
- CN(C)c1nc2nonc2nc1N
→ -8, 0.2, -1.3, -8
- CC1=C(C(=O)Nc2ccccn2)C(c2ccccc2C(F)(F)F)C2=C(CCCC2=O)N1 (stereo not drawn)
→ 0, 0.1, -1.6, -13
- CCCC(=O)OC1[C@@H]2CC3=C4CC(=O)O[C@@H](c5ccoc5)[C@]4(C)CCC3[C@@](C)(C2=O)[C@@H](CC(=O)OC)C1(C)C (stereo partly drawn)
→ 1, 0.1, 1.2, -3
- C/C(CC(=O)NC(C)(C)C)=N\NC(=O)c1ccc([N+](=O)[O-])c(Cl)c1
→ -4, -0.1, 1.9, 3

Next part.
Below each compound – TEAD-YAP block, FBW7 act, GPR151 activ, MITF primary
- N#Cc1c(NC(=O)c2cc([N+](=O)[O-])ccc2Cl)sc2c1CCC2
→ 33*, 0.5, -0.5, 17
- Cc1cccc(C(=O)NNC(=O)c2ccccc2[N+](=O)[O-])c1
→ 3, 0.0, -0.2, 11
- O=C(NCc1nnc(SCC(=O)N2N=C(c3cccs3)CC2c2ccc(F)cc2)n1-c1ccc([N+](=O)[O-])cc1)c1cccs1 (stereo not drawn)
→ 0, 0.0, 2.0, 7
- CC(C)(C)C1CCc2c(sc(NC(=O)/C=C/C(=O)O)c2C(N)=O)C1 (stereo not drawn)
→ 12, 0.2, -0.7, 8
- Cc1ccc(-c2nnc(NC(=O)c3ccccc3C)s2)cc1
→ -3, 0.0, 1.3, -8
- O=C(c1ccc2c(Cl)c3c(nc2c1)CCC3)N1CCN(C(=O)c2ccco2)CC1
→ 4, 0.5, -0.8, 5
- O=C(NCc1ccccc1)N1CCCC1c1nc(-c2ccncc2)n[nH]1 (stereo not drawn)
→ 8, -0.2, 0.7, 2
- COc1ccc2nc(N3CCCC(C(=O)NCc4cccnc4)C3)sc2c1 (stereo not drawn)
→ -21, 0.0, -0.7, 4
- O=C1OC(c2cc([N+](=O)[O-])ccc2Cl)=N/C1=C\c1ccccc1F
→ 1, 0.1, 0.1, -1
- Oc1ccc(C2CC(c3cc(Cl)ccc3O)=NN2)cc1 (stereo not drawn)
→ -59, 0.0, -2.6, 7
- C=C(C)[C@@H]1CC=C(CN2CCc3nnc(CCNC(=O)c4ccoc4)n3CC2)CC1
→ 3, -0.2, 0.7, -7
- Cc1ccccc1C1=NN2C(=N)/C(=C/c3ccco3)C(=O)N=C2S1
→ -12, -0.1, 1.2, 14
- Cc1ccc(C(=O)Nc2cccc(NC(=O)c3ccc(C)c(C)c3)n2)cc1C
→ -28, 0.0, -1.4, 12
- C=CCNCCOCCOc1c(C)cccc1C(C)(C)C
→ -8, -0.1, -0.7, 68*
- COc1ccc2c(c1)C=CC1(O2)N(C)c2ccccc2C1(C)C (stereo not drawn)
→ 21, 0.0, -0.8, -5
- CCN(CC)S(=O)(=O)c1ccc(NS(=O)(=O)c2ccc(OC)c(OC)c2)cc1
→ 0, 0.3, 0.4, 15
- COc1cccc(C(=O)NNC(=O)c2cccc(Br)c2)c1
→ 4, 0.0, -0.8, -6
- O=C(Cc1ccccc1)Nc1sc2c(c1C(=O)Nc1ccccc1Cl)CCC2
→ 11, 0.1, -0.5, 0
- O=C(CNCCOCCO)N1c2ccccc2Sc2ccccc21
→ 12, -0.1, 1.1, 74*
- COc1ccc2cc3c(N)nn(C(=O)c4cccc([N+](=O)[O-])c4)c3nc2c1
→ 21, -0.1, -0.6, 7
- O=C(NNC(=O)c1ccc(N2CCCC2=O)cc1)c1ccccc1
→ -14, 0.2, 1.9, -7
- Cc1ncc(CO)c2cc(C(N)=O)c(=Nc3ccc(OCc4ccccc4)cc3)oc12
→ -13, -0.2, -0.7, 2
- CCOC(=O)C(=CNc1ccccc1)C(=O)OCC
→ 4, -0.1, -1.1, -1
- Cc1cc([N+](=O)[O-])c(N2CC(C(=O)O)C2)c([N+](=O)[O-])c1
→ 2, 0.0, -2.8, -7
- CCN(CC)c1cccc(Oc2cc(N)cc([N+](=O)[O-])c2)c1
→ 5, -0.2, -0.1, 14
- O=C(NCc1cccs1)c1sc(=S)n2c1[nH]c(=O)c1ccccc12
→ 8, 0.0, -0.7, 15
- CC(C)(C)C1(C)NNc2nc3ccccc3n21 (stereo not drawn)
→ -40, 0.1, 0.5, -1
- Cc1ccc([N+](=O)[O-])cc1S(=O)(=O)CC#N
→ 9, -0.1, -0.4, -7
- COc1ccc(-c2nc(C(=O)NCCN3CCOCC3)cs2)cn1
→ -8, 0.2, -0.9, -3
- Cc1ccc(NCC(=O)N/N=C/c2ccc(C)cc2O)cc1
→ 2, -0.1, -0.2, -2
- COc1ccccc1N(C(=O)Cc1cccs1)C(C(=O)NC1CCCC1)c1ccncc1 (stereo not drawn)
→ 3, 0.0, 1.8, 2

4 structures out of the list, ordered by number of heavy atoms, ascending.
Below each compound – TEAD-YAP block, FBW7 act, GPR151 activ, MITF primary
- CCOC(=O)C(=CNc1ccccc1)C(=O)OCC
→ 4, -0.1, -1.1, -1
- O=C(NCc1cccs1)c1sc(=S)n2c1[nH]c(=O)c1ccccc12
→ 8, 0.0, -0.7, 15
- O=C(Cc1ccccc1)Nc1sc2c(c1C(=O)Nc1ccccc1Cl)CCC2
→ 11, 0.1, -0.5, 0
- COc1ccccc1N(C(=O)Cc1cccs1)C(C(=O)NC1CCCC1)c1ccncc1 (stereo not drawn)
→ 3, 0.0, 1.8, 2

Filtered by structure: the entries above with a COOH group.
Below each compound – TEAD-YAP block, FBW7 act, GPR151 activ, MITF primary
- CC(C)(C)C1CCc2c(sc(NC(=O)/C=C/C(=O)O)c2C(N)=O)C1 (stereo not drawn)
→ 12, 0.2, -0.7, 8
- Cc1cc([N+](=O)[O-])c(N2CC(C(=O)O)C2)c([N+](=O)[O-])c1
→ 2, 0.0, -2.8, -7
